procasp7 counter = counter-screen for procaspase-3 activators: activators of human procaspase-7 | P55210 | AID 463210 | activation, % at 8.5 µM | recombinant procaspase-7, Ac-DEVD-pNA absorbance 405 nm; D23A/D198A/D206A triple mutant, cannot self-cleave; scale: DMSO 0, 5 µM enzyme 100 | 330,000 compounds, 0.093% hits;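 active = percent activation above the screen-wide mean plus 3 SD, cut at about 25% in these data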
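buffer or medium = Zinc-free HEPES/NaCl buffer, pH 7.4 | material = Procaspase-7 triple mutant (PC-7 D3A) | input = 2 µM procaspase-7 mutant as dispensed | signal = Epi-absorbance of released pNA at 405 nm, two timepoints | timing = 1 h preincubation, 2 h reaction | replicates = singlicate compound testing | evaluation = % activation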
PP1 counter = counter-screen for PP5 inhibitors: inhibitors of human PP1-alpha; 320,000 compounds, 0.9% hits; inhibition, % at 6.7 µM; P62136; AID 2235; purified PP1alpha, OMFP fluorescence;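 active = inhibition above the mean inhibition of all tested compounds plus 3 SD, computed separately for each screening campaign, cut at about 15% in these data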
Target sequence (P62136 whole entry, looked up): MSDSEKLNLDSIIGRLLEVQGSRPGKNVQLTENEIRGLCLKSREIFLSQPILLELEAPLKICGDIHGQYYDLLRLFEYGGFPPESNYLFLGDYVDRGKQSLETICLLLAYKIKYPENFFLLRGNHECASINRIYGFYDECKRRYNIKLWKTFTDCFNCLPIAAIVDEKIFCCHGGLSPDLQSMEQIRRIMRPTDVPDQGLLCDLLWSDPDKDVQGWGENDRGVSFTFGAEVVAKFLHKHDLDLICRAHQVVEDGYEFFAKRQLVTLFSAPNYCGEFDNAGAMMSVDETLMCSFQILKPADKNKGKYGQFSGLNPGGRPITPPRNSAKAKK
GRK2 inh = human GRK2 inhibition via aptamer displacement. P25098. bead flow cytometry, FAM-aptamer displacement from GRK2. inhibition of aptamer binding, % at 10 µM. 330,000 compounds, 0.59% hits. AID 488847;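 active = inhibition of aptamer binding above 40%, roughly 3 SD of noise, on plates passing a quality check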;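 also: median bead fluorescence of bound FAM aptamer so fluorescent compounds give negative values; no value below 0 was filed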
Fh CTSL1 inh = counter-screen for PFM18AAP inhibitors: inhibitors of F. hepatica cathepsin L1; recombinant F. hepatica cathepsin L1, Z-Leu-Arg-MCA fluorescence; inhibition, % at 5.96 µM; 300,000 compounds, 0.49% hits; AID 1906;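 active = inhibition above the mean of all tested compounds plus 3 SD, set per screening campaign, cut at about 17% in these data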;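 also: 0% = plate median of test compound wells and 100% = 1 µM Z-Phe-Ala-diazomethylketone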
core dimer inh = blocks dimerization of HCV core protein. TR-FRET GST/Flag-core106 dimerization, 1536-well. inhibition, % at 5 µM. 300,000 compounds, 0.33% hits. AID 1899;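 active = inhibition above the mean of all tested compounds plus 3 SD, set per screening campaign, cut at about 45% in these data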
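Assay system: Tagged HCV core106 pair (GST and Flag) | Buffer or medium: KF-containing HEPES buffer, pH 7.45, DTT, CHAPS, BSA | Also added: Eu donor and XL665 acceptor anti-tag antibodies | Dosing: One concentration, 5 µM, in 0.5% DMSO | Timing: 4 h at 22.5 °C | Technique: TR-FRET 671 and 617 nm emission | Repeats: Singlicate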
VLA-4 inh = inhibition in a human VLA-4 binding assay. P13612. VLA-4 expressing cells, ligand binding flow cytometry. inhibition, % (about 7 µM as worked out from the volumes in the protocol). 330,000 compounds, 0.2% hits. AID 2557; in the data active = inhibition above about 50%
GASC-1 inh = inhibitors of human GASC-1 (JMJD2C) demethylase; GST-JMJD2C(1-420) H3K9me3 demethylation, DELFIA europium; 330,000 compounds, 0.069% hits; Q9H3R0; inhibition, % at 2.35 µM;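 active = more than half of a compound's replicate wells show inhibition beyond 50%, single wells judged on their own value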;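 also: signal counts dimethyl H3K9 product captured on neutravidin plate; 0% = median of DMSO wells and 100% = 0.3 times that DMSO median; strong numbers were not always called active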
Target sequence (Q9H3R0 1-420 limits assumed): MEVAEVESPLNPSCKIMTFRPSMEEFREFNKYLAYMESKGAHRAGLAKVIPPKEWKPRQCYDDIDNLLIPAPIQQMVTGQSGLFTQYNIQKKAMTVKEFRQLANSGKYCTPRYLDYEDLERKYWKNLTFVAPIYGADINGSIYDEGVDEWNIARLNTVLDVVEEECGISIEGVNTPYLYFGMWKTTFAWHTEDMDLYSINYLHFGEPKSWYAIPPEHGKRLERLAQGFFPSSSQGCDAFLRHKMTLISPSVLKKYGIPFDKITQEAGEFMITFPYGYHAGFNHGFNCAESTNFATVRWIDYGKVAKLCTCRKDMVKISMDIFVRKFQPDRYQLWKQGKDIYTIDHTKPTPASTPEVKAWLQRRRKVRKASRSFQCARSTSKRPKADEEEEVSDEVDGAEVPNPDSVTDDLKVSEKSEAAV
PP5 primary = PP5 (human) phosphatase inhibition. P53041. purified PP5c, OMFP substrate fluorescence. inhibition, % at 6.7 µM. 320,000 compounds, 0.18% hits;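 active = inhibition above the campaign's mean inhibition across all tested compounds plus 3 SD, cut at about 9.5% in these data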;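 also: 0% = DMSO only and 100% = 100 µM cantharidin control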
proCasp3 act = procaspase-3 (human) activation; P42574; recombinant procaspase-3 D3A, Ac-DEVD-pNA absorbance 405 nm; activation, % at 8.5 µM; 330,000 compounds, 0.11% hits;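 active = activation above the mean of all tested compounds plus 3 SD, cut at about 21% in these data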;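 also: 0% = DMSO alone and 100% = DMSO wells spiked with extra 5 µM PC-3 D3A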
Target sequence (P42574 whole entry D9A/D28A/D175A): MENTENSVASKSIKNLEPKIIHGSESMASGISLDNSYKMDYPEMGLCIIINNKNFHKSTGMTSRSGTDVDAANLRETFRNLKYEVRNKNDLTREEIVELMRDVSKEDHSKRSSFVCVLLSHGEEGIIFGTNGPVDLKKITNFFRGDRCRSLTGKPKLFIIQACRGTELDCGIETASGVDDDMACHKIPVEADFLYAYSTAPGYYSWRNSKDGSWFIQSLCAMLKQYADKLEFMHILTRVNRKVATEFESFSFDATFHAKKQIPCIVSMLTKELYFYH
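Assay system – Procaspase-3 D3A mutant, all three cleavage aspartates alanine · Controls – DMSO-only low control, 5 µM PC-3 D3A high control · Schedule – 1 h compound preincubation, 2 h substrate hydrolysis at 25 °C · Signal – 405 nm absorbance of p-nitroaniline, reads at 0 and 120 min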
An asterisk follows results filed as active.

How did Cc1ccc(CS(=O)(=O)c2ccc(C(=O)N3CCN(c4ccccn4)CC3)cc2[N+](=O)[O-])cc1 do in these assays?
procasp7 counter: -2; PP1 counter: -4; GRK2 inh: 1; Fh CTSL1 inh: -1; core dimer inh: 7; VLA-4 inh: 0; GASC-1 inh: -3; PP5 primary: 5.5; proCasp3 act: -10

What do the screens show for `Cc1cc(C(=O)N/N=C/c2cc(Br)cc(Br)c2OC(=O)c2ccccc2)n[nH]1`?
procasp7 counter: 10; PP1 counter: 2; GRK2 inh: 2; Fh CTSL1 inh: 6; core dimer inh: 11; VLA-4 inh: 0; GASC-1 inh: 6; PP5 primary: 4.3; proCasp3 act: 5

Results for CN(C)C(=O)COc1ccc2c3c(c(=O)oc2c1)CCCC3 ?
procasp7 counter: 5; PP1 counter: 4; GRK2 inh: 0; Fh CTSL1 inh: 2; core dimer inh: 2; VLA-4 inh: 5; GASC-1 inh: -2; PP5 primary: 4.1; proCasp3 act: 0

What do the screens show for `CCNC(=S)NS(=O)(=O)c1ccc(C)cc1`?
procasp7 counter: -2; PP1 counter: -1; GRK2 inh: 1; Fh CTSL1 inh: -5; core dimer inh: -4; VLA-4 inh: 13; GASC-1 inh: -4; PP5 primary: 0.6; proCasp3 act: -2

How did C=CCO/N=C/C1=C(O)C(C(=O)OC)C(C)(C)CC1=O (configuration not stated) do in these assays?
procasp7 counter: -1; PP1 counter: 0; GRK2 inh: 3; Fh CTSL1 inh: -3; core dimer inh: -3; VLA-4 inh: 2; GASC-1 inh: 5; PP5 primary: -1.1; proCasp3 act: -5

Results for CS(=O)(=O)N(CC(=O)O)c1cc(Cl)cc(Cl)c1 ?
procasp7 counter: -4; PP1 counter: -3; GRK2 inh: 1; Fh CTSL1 inh: -2; core dimer inh: -1; VLA-4 inh: 0; GASC-1 inh: 41; PP5 primary: -0.1; proCasp3 act: -1

What do the screens show for `COc1ccccc1-n1c(CCn2nc(C)c(Br)c2C)n[nH]c1=S`?
procasp7 counter: -15; PP1 counter: 0; GRK2 inh: 0; Fh CTSL1 inh: -1; core dimer inh: 5; VLA-4 inh: 18; GASC-1 inh: -5; PP5 primary: -1.5; proCasp3 act: -5

Results for CC1=C(C)C(OCCCl)N(c2cc(O)c(Cl)cc2F)C1=O (configuration not stated) ?
procasp7 counter: -3; PP1 counter: -3; GRK2 inh: 0; Fh CTSL1 inh: -9; core dimer inh: 0; VLA-4 inh: 1; GASC-1 inh: 20; PP5 primary: -1.0; proCasp3 act: 4

How did O=C1NC2(CCSC2)C(=O)N1CC(=O)N(Cc1ccccc1)C1CCS(=O)(=O)C1 (configuration not stated) do in these assays?
procasp7 counter: 0; PP1 counter: -2; GRK2 inh: 3; Fh CTSL1 inh: -5; core dimer inh: -1; VLA-4 inh: 6; GASC-1 inh: 9; PP5 primary: -3.2; proCasp3 act: 2

How did COc1cccc2c1C(=O)CC2NC(=O)C(F)(F)F (configuration not stated) do in these assays?
procasp7 counter: -3; PP1 counter: -4; GRK2 inh: 3; Fh CTSL1 inh: 4; core dimer inh: 3; VLA-4 inh: -28; GASC-1 inh: 14; PP5 primary: 1.2; proCasp3 act: -5

How did Clc1cccc(Cl)c1CO/N=C/c1cccs1 do in these assays?
procasp7 counter: 7; PP1 counter: -6; GRK2 inh: 2; Fh CTSL1 inh: -1; core dimer inh: -3; VLA-4 inh: 30; GASC-1 inh: 4; PP5 primary: 2.8; proCasp3 act: -1

What do the screens show for `Cc1cc2cc(CNC(=O)Nc3ccc(Cl)c(Cl)c3)ccc2n1C`?
procasp7 counter: 5; PP1 counter: 9; GRK2 inh: 0; Fh CTSL1 inh: -3; core dimer inh: -75; VLA-4 inh: 0; GASC-1 inh: -6; PP5 primary: 3.5; proCasp3 act: -4

Results for CC(=O)Oc1ccc(C(=O)Nc2cccc3c2CCCC3)cc1 ?
procasp7 counter: 6; PP1 counter: 1; GRK2 inh: 1; Fh CTSL1 inh: -7; core dimer inh: -7; VLA-4 inh: -1; GASC-1 inh: -9; PP5 primary: -0.5; proCasp3 act: 5

Results for Cc1cccc2c1N1C(=O)c3c(C(=O)O)cccc3C1CC2C (configuration not stated) ?
procasp7 counter: 2; PP1 counter: 0; GRK2 inh: 0; Fh CTSL1 inh: 2; core dimer inh: 2; VLA-4 inh: 11; GASC-1 inh: -19; PP5 primary: 0.6; proCasp3 act: 9

Results for COc1ccc(C(=O)Nc2c(O)ccc3ccccc23)cc1OC ?
procasp7 counter: -8; PP1 counter: -1; GRK2 inh: 1; Fh CTSL1 inh: -3; core dimer inh: -7; VLA-4 inh: -1; GASC-1 inh: -1; PP5 primary: 0.3; proCasp3 act: 2

What do the screens show for `Cc1nnc(SCC(=O)NCc2ccccc2)s1`?
procasp7 counter: 7; PP1 counter: -1; GRK2 inh: 3; Fh CTSL1 inh: -3; core dimer inh: -1; VLA-4 inh: 0; GASC-1 inh: 5; PP5 primary: 1.0; proCasp3 act: -2

How did COc1ccc(C(=O)NNC(=O)c2ccncc2)cc1 do in these assays?
procasp7 counter: -3; PP1 counter: -4; GRK2 inh: 1; Fh CTSL1 inh: 3; core dimer inh: -2; VLA-4 inh: 10; GASC-1 inh: -7; PP5 primary: -0.3; proCasp3 act: 2

Results for CC1CCN(C(=S)c2ccc([N+](=O)[O-])cc2)CC1 ?
procasp7 counter: -11; PP1 counter: -1; GRK2 inh: 1; Fh CTSL1 inh: 6; core dimer inh: -7; VLA-4 inh: -3; GASC-1 inh: -1; PP5 primary: -0.6; proCasp3 act: -9

How did Cc1ccnc(SCc2cc(=O)c(OC(=O)c3ccco3)co2)n1 do in these assays?
procasp7 counter: 7; PP1 counter: 0; GRK2 inh: 2; Fh CTSL1 inh: -24; core dimer inh: -2; VLA-4 inh: 13; GASC-1 inh: 16; PP5 primary: 0.9; proCasp3 act: -10

Results for CN1C(=O)/C(=C/c2ccc(C(F)(F)F)cc2)Sc2ccc(C(=O)N3CCN(c4ccccn4)CC3)cc21 ?
procasp7 counter: 1; PP1 counter: 8; GRK2 inh: 2; Fh CTSL1 inh: 0; core dimer inh: 14; VLA-4 inh: 10; GASC-1 inh: 3; PP5 primary: 5.1; proCasp3 act: -9

An excerpt from further up, for reference:
Results for Cc1cccc2c1N1C(=O)c3c(C(=O)O)cccc3C1CC2C (configuration not stated) ?
procasp7 counter: 2; PP1 counter: 0; GRK2 inh: 0; Fh CTSL1 inh: 2; core dimer inh: 2; VLA-4 inh: 11; GASC-1 inh: -19; PP5 primary: 0.6; proCasp3 act: 9

Results for COc1ccc(C(=O)Nc2c(O)ccc3ccccc23)cc1OC ?
procasp7 counter: -8; PP1 counter: -1; GRK2 inh: 1; Fh CTSL1 inh: -3; core dimer inh: -7; VLA-4 inh: -1; GASC-1 inh: -1; PP5 primary: 0.3; proCasp3 act: 2

What do the screens show for `Cc1nnc(SCC(=O)NCc2ccccc2)s1`?
procasp7 counter: 7; PP1 counter: -1; GRK2 inh: 3; Fh CTSL1 inh: -3; core dimer inh: -1; VLA-4 inh: 0; GASC-1 inh: 5; PP5 primary: 1.0; proCasp3 act: -2

(cont.)
What do the screens show for `Cc1nn(-c2ccccc2)c(C)c1-c1nnc(C(F)(F)F)o1`?
procasp7 counter: -2; PP1 counter: -3; GRK2 inh: 2; Fh CTSL1 inh: 0; core dimer inh: 6; VLA-4 inh: -4; GASC-1 inh: 10; PP5 primary: -1.3; proCasp3 act: -5

What do the screens show for `CCOC(=O)Cc1csc(NC(=O)/C=C/c2cccc(Br)c2)n1`?
procasp7 counter: 12; PP1 counter: 4; GRK2 inh: 0; Fh CTSL1 inh: -3; core dimer inh: 5; VLA-4 inh: -1; GASC-1 inh: 24; PP5 primary: 1.9; proCasp3 act: -4

How did C=CCn1c(NC)cc(=O)n(C)c1=O do in these assays?
procasp7 counter: 10; PP1 counter: 2; GRK2 inh: 0; Fh CTSL1 inh: -2; core dimer inh: 11; VLA-4 inh: 0; GASC-1 inh: 2; PP5 primary: 0.7; proCasp3 act: 2

Results for CCC(C)c1ccc(OCc2ccc(C(=O)OC)o2)cc1 (configuration not stated) ?
procasp7 counter: 7; PP1 counter: -1; GRK2 inh: 0; Fh CTSL1 inh: -1; core dimer inh: 5; VLA-4 inh: 26; PP5 primary: 0.3; proCasp3 act: 1

What do the screens show for `Cc1ccc2c(c1)CCCN2C(=O)Nc1ccc2c(c1)OCO2`?
procasp7 counter: -29; PP1 counter: -1; GRK2 inh: 1; Fh CTSL1 inh: 2; core dimer inh: 4; VLA-4 inh: -1; GASC-1 inh: 7; PP5 primary: -0.3; proCasp3 act: -25

Results for CCCN(CC(=O)Nc1ccccc1C)C(=O)/C=C/c1ccc(S(=O)(=O)N2CCCCCC2)cc1 ?
procasp7 counter: 2; PP1 counter: -4; GRK2 inh: 1; Fh CTSL1 inh: -4; core dimer inh: 5; VLA-4 inh: 14; GASC-1 inh: 14; PP5 primary: 0.1; proCasp3 act: -6

What do the screens show for `O=c1[nH]cc(S(=O)(=O)NCc2ccccc2)c(=O)[nH]1`?
procasp7 counter: -3; PP1 counter: -1; GRK2 inh: 0; Fh CTSL1 inh: 0; core dimer inh: 6; VLA-4 inh: 9; GASC-1 inh: 0; PP5 primary: 0.3; proCasp3 act: -3

What do the screens show for `CCOC(=O)c1cnn(-c2nc(OCC)cc(OCC)n2)c1C`?
procasp7 counter: 3; PP1 counter: -3; GRK2 inh: 2; Fh CTSL1 inh: 6; core dimer inh: 5; VLA-4 inh: 7; GASC-1 inh: 7; PP5 primary: 0.2; proCasp3 act: 4

What do the screens show for `O=S1(=O)CC2SC(=S)N(c3ccccc3)C2C1` (configuration not stated)?
procasp7 counter: 4; PP1 counter: -1; GRK2 inh: 1; Fh CTSL1 inh: -1; core dimer inh: 4; VLA-4 inh: 0; GASC-1 inh: -10; PP5 primary: -1.5; proCasp3 act: -3

Results for CC(C)N(C)C1CCN(C(=O)Nc2ccc(Cl)c(Cl)c2)CC1 ?
procasp7 counter: 4; PP1 counter: 2; GRK2 inh: 0; Fh CTSL1 inh: -3; core dimer inh: 1; VLA-4 inh: 21; GASC-1 inh: 9; PP5 primary: 2.9; proCasp3 act: 7

How did COc1ccc2nc(N3CCCC(O)C3)c(C#N)cc2c1 (configuration not stated) do in these assays?
procasp7 counter: -12; PP1 counter: 0; GRK2 inh: 0; Fh CTSL1 inh: -3; core dimer inh: -4; VLA-4 inh: -27; GASC-1 inh: 1; PP5 primary: -0.7; proCasp3 act: -9

How did COc1ccc(-n2nc3c(c2NC(=O)c2cc4ccccc4o2)CS(=O)(=O)C3)cc1 do in these assays?
procasp7 counter: -5; PP1 counter: -4; GRK2 inh: 4; Fh CTSL1 inh: 0; core dimer inh: -5; VLA-4 inh: 10; GASC-1 inh: 9; PP5 primary: 3.6; proCasp3 act: 2

This is a random part of the collection, and some 2.6% of all compounds hit somewhere here.
